yeast mec2-1 – NCI yeast anticancer drug screen, S. cerevisiae mec2-1 strain. AID 157, 2004. growth inhibition, % at 50 µM. 79,000 compounds, 9% hits;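 further: 0% = growth of vehicle-only cultures of the same strain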
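Yeast mec2-1 mutant treated with compound. Readout: growth inhibition vs vehicle controls.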
cln2 rad14 – NCI yeast anticancer drug screen, S. cerevisiae cln2 rad14 strain; AID 165, 2004; % growth inhibition at 50 µM; 78,000 compounds, 8.3% hits;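 further: 0% = growth of vehicle-only cultures of the same strain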
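Strain: cln2 rad14 yeast, altered in cell cycle control and DNA damage repair. Read-out: growth inhibition vs vehicle.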
yeast sgs1 mgt1 – NCI yeast anticancer drug screen, S. cerevisiae sgs1 mgt1 strain; growth inhibition, % at 50 µM; 78,000 compounds, 10% hits;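 further: 0% = growth of vehicle-only cultures of the same strain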
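Percent growth inhibition was derived by comparing compound-exposed mutant yeast with vehicle-exposed cultures. The strain carries alterations in DNA damage repair.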
bub3 – NCI yeast anticancer drug screen, S. cerevisiae bub3 mutant strain. growth inhibition, % at 50 µM. 78,000 compounds, 9.9% hits;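 further: 0% = growth of vehicle-only cultures of the same strain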
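Steps: expose the mutant yeast strain to compound; grow alongside vehicle-treated cultures; measure growth; express inhibition against the vehicle cultures.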
mlh1 rad18 – NCI yeast anticancer drug screen, S. cerevisiae mlh1 rad18 strain; growth inhibition, % at 50 µM; 79,000 compounds, 11% hits;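 further: 0% = growth of vehicle-only cultures of the same strain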
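Cells of a genetically altered yeast strain, deficient in DNA damage repair, were treated with compound. Their growth was then compared with that of vehicle-treated cultures to give inhibition.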
yeast rad50 – NCI yeast anticancer drug screen, S. cerevisiae rad50 strain | 79,000 compounds, 10% hits | AID 155, 2004 | % growth inhibition at 50 µM;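 further: 0% = growth of vehicle-only cultures of the same strain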
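Growth of the mutant yeast was measured after compound exposure and referenced to vehicle-treated cultures.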
Numbers without * were called inactive; & = joins results of further samples; ! = not confirmed by another sample. No stated cut-off is given here; in the data, active means growth inhibition above about 70%; inactive means the rest. Rows were taken by chance. Share with any hit: about 13%.

The first 3 records (preview)
smiles	yeast mec2-1	cln2 rad14	yeast sgs1 mgt1	bub3	mlh1 rad18	yeast rad50
O=c1[nH]c(=O)n(C2OC(CO)C(O)C2O)cc1OCCc1ccccc1 (centres undefined)	-14.6	-2.5	-6.5	-10.1	0.1	-46.3
CCN(CCNS(C)(=O)=O)c1ccc(N)c(C)c1	-6.1&-17.2	-19.1&1.5	-14.5&-23.1	1.9&-17.9	6.3&-4.0	-11.2&-15.3
CC(C)=CCN(N=O)c1ncnc2nc[nH]c12	31.1	-2.5	-24.8	18.9	9.8	-10.1

All compounds of this part (from the top)
smiles	yeast mec2-1	cln2 rad14	yeast sgs1 mgt1	bub3	mlh1 rad18	yeast rad50
O=c1[nH]c(=O)n(C2OC(CO)C(O)C2O)cc1OCCc1ccccc1 (centres undefined)	-14.6	-2.5	-6.5	-10.1	0.1	-46.3
CCN(CCNS(C)(=O)=O)c1ccc(N)c(C)c1	-6.1&-17.2	-19.1&1.5	-14.5&-23.1	1.9&-17.9	6.3&-4.0	-11.2&-15.3
CC(C)=CCN(N=O)c1ncnc2nc[nH]c12	31.1	-2.5	-24.8	18.9	9.8	-10.1
S=C(S)c1[nH]c(=S)[nH]c(=S)c1Cl	42.9	7.0	30.8	46.4	59.5	22.6
O=C(Cc1nc2ccccc2s1)C(=O)Nc1cccc(C(F)(F)F)c1	8.8	8.0	-10.7	6.1	-6.0	-5.0
O=C(NC(=O)c1cc(-c2ccccc2)n[nH]1)c1ccccc1	-10.1	-6.3	-14.4	-20.4	-10.8	-71.5
OCc1cc2ccc3ccccc3c2[nH]1	24.9	2.6	47.9	25.5	25.6	25.3
CCN(CC)C(=O)Sc1ccc(SC(=O)N(CC)CC)cc1	12.6	-5.7	-2.0	-3.3	-6.4	-5.0
N#CC(c1ccccc1)C1CCN(Cc2ccccc2)CC1 (centres undefined)	20.8	47.8	48.1	45.8	33.1	45.8
O=C(c1ccccc1)C1OC1C(=O)c1ccccc1 (centres undefined)	47.4	3.5	6.8	42.5	23.6	14.8
COC(=O)/C(=C/Cl)NC(C)=O	-7.5	-9.9	-4.8	8.7	5.8	3.2
COc1ccc2c(c1)CCCN2CCCCCCCCCN1CCCCC1	57.9	42.4	82.8*	79.6*	69.0	62.0

smiles	yeast mec2-1	cln2 rad14	yeast sgs1 mgt1	bub3	mlh1 rad18	yeast rad50
COc1cc(C(c2cc3c(cc2O)OCO3)N2CCCC2)cc(OC)c1OC (centres undefined)	17.9	13.0	-13.9	-5.3	-7.8	-13.2
O=c1[nH]nc(-c2ccc(Cl)cc2)c2cc(Cl)c(Cl)cc12	-11.3	-57.9	-10.7	-5.2	-20.7	-6.5
Cc1ccc(/C=C(\C#N)c2ccccc2)cc1	-18.7	1.2	0.8	-22.8	20.6	4.2
COc1ccc(/C=C/C(=O)c2ccccc2)cc1OC	84.0*!	58.3&-16.2	80.3*!	83.8*!	76.2*!	84.3*!
CC(C)(C)c1cc(C[N+](C)(C)[O-])c(O)c(-c2ccccc2)c1	-26.2	-19.2	2.0	6.3	-13.6	-0.7
c1ccc(C(=NN(CCN(N=C(c2ccccc2)c2ccccc2)c2ccccc2)c2ccccc2)c2ccccc2)cc1	15.0	18.9	39.2	2.9	44.5	55.4
CC(C)c1ccc(NC(=S)NCCO)cc1	-4.0	-9.7	-21.7	-4.1	-10.9	-8.0
O=c1[nH]nc2c3n[nH]c(=O)n3c3ccccc3n12	-24.1	18.7	-7.8	-13.5	-11.8	-22.4
CN1OC(CO)CC12C1CC3CC(C1)CC2C3 (centres undefined)	-19.1	-3.4	-53.5	-42.7	-53.8	-41.0
O=C(O)Cc1cc(=O)oc2cc(O)ccc12	-16.6	2.0	-11.8	-17.1	-17.3	-4.1
COC(=O)C1(CC(=O)c2ccc(N3CCN(c4ccc(C(=O)CC5(C(=O)OC)NC(=S)NC(=O)C5C#N)cc4)CC3)cc2)NC(=S)NC(=O)C1C#N (centres undefined)	-0.6	4.0	-21.4	-18.0	-17.1	-19.5
CCCCCCCCCCCCCCCCCC(=O)OCC1OC(OC2(OC(=O)CCCCCCCCCCCCCCCCC)OC(COC(=O)CCCCCCCCCCCCCCCCC)C(OC(=O)CCCCCCCCCCCCCCCCC)C2OC(=O)CCCCCCCCCCCCCCCCC)C(OC(=O)CCCCCCCCCCCCCCCCC)C(OC(=O)CCCCCCCCCCCCCCCCC)C1OC(=O)CCCCCCCCCCCCCCCCC (centres undefined)	6.0	-2.8	25.4	17.9	23.8	17.2

smiles	yeast mec2-1	cln2 rad14	yeast sgs1 mgt1	bub3	mlh1 rad18	yeast rad50
COc1c2c(cc3c1[C@@H]1Oc4c(ccc(O)c4CC=C(C)C)[C@@H]1CO3)OC(C)(C)C=C2	52.7	55.2	36.9	44.5	41.4	45.5
COc1ccc(C(=O)C2CCCCC2C(=O)O)cc1 (centres undefined)	-4.9	-49.9	9.7	-33.1	-4.0	3.5
CSCCC(NC(=O)CN)C(=O)O (centres undefined)	-11.8&-14.6	0.1&14.4	-2.5&3.0	-13.8&-7.2	-7.0&5.3	-6.3&8.7
O=C1c2ccccc2C(=O)N1CC1S(=O)(=O)OCCOS1(=O)=O	-9.9	-10.8	-33.5	0.9	-9.6	-11.9
CCCCCCCCCCCCCCCC(=O)OCC1OC(n2ccc(N)nc2=O)C(O)C1O (centres undefined)	-10.3	8.2	3.2	4.1	-2.8	-1.2
Cc1cc(S(=O)(=O)O)ccc1O	-12.2	-54.9	-31.1	-21.9	-8.6	-20.9
Cc1c2oc3c(C)ccc(C(=O)NC4C(=O)NC(C(C)C)C(=O)N5CCCC5C(=O)N(C)CC(=O)N(C)C(C(C)O)C(=O)OC4C)c3nc-2c(C(=O)NC2C(=O)NC(C(C)C)C(=O)N3CCCC3C(=O)N(C)CC(=O)N(C)C(C(C)O)C(=O)OC2C)c(N)c1=O (centres undefined)	-21.0	31.3	-3.3	-5.3	-52.5	19.4
CCC(CC)(C(=O)O)N(C)C(=O)c1ccccc1	-0.4	-34.1	-6.6	1.4	-26.9	2.5
Cc1c(C)n(C)c2ccc3c(ccc[n+]3C)c12	6.2	-67.9	11.4	-12.9	-6.3	-9.8
O=C(OC1CCCC1)C1(O)CCCCC1	12.7	10.5	3.8	-2.1	-16.2	18.2
Cc1cccc(C(=O)O)c1O	7.5&6.4	11.2&-3.7	-3.6&6.9	-7.5&-18.7	1.9&9.6	4.3&12.9
COC(=O)N1CCCCC(CCC#CC[Si](C)(C)C)C1=O (centres undefined)	-18.7	5.5	-11.8	-5.0	-3.4	12.2

smiles	yeast mec2-1	cln2 rad14	yeast sgs1 mgt1	bub3	mlh1 rad18	yeast rad50
CC(C)(C)NC=C(C#N)C#N	-3.5	-1.7	-17.2	6.0	-8.3	-8.2
CC(=O)NC(CCCNC(=O)NCCCl)C(=O)NCc1ccccc1 (centres undefined)	-7.5	16.7	3.3	6.5	-23.6	4.8
NC1=NN(O)C2=CC(F)C=CC2=N1 (centres undefined)	-36.7	6.2	-19.2	-6.1	-24.5	-38.5
CCOC(=O)CCC(NC(=O)OCc1ccccc1)C(=O)NC(CCC(=O)OCC)C(=O)NC(Cc1ccc([N+](=O)[O-])cc1)C(=O)NC(CCC(=O)OCC)C(=O)NC(CCC(=O)OCC)C(=O)OCC (centres undefined)	-20.6	1.5	-20.1	-7.0	-2.5	-13.7
CC1(C)N=C(C2CCCN2C(=O)OCc2ccccc2)OC1=O (centres undefined)	-20.7	-1.8	-38.1	12.3	-28.6	-43.0
CNC(=O)OC(C)CN1c2ccccc2Sc2ccccc21 (centres undefined)	92.2*	90.3*	93.1*	91.7*	91.4*	90.2*
COc1ccc2c(c1)C1(C)CCCC(C#N)=C1CC2 (centres undefined)	-9.9	19.6	-10.8	-24.6	-3.7	8.6
O=C(Nc1ccc(Cl)cc1)Nc1nnc(-c2ccc(Cl)cc2Cl)o1	7.2	32.6	19.2	-25.9	7.3	-2.5
Fc1ccc(NC2=NCCN=C(Nc3ccc(F)cc3)SS2)cc1	86.5*	69.8	86.0*	88.0*	80.8*	85.0*
CC1CC=[N+]([O-])C1(C)C (centres undefined)	-18.1	-12.2	14.2	16.7	-11.1	-6.6
CC(C)CCCC(C)C1CCC2C1CCC1C2CCC2(C)CCC(=O)CCC12C (centres undefined)	-2.9	-17.8	-2.5	1.6	-4.0	24.8
CCN(CC)CC(O)CNc1ncnc(N)c1C(=C(C)C)c1ccc(Cl)cc1 (centres undefined)	0.4	0.3	31.6	-4.8	10.8	42.2

For convenience, some entries already given.
smiles	yeast mec2-1	cln2 rad14	yeast sgs1 mgt1	bub3	mlh1 rad18	yeast rad50
CC(C)(C)NC=C(C#N)C#N	-3.5	-1.7	-17.2	6.0	-8.3	-8.2
CC(=O)NC(CCCNC(=O)NCCCl)C(=O)NCc1ccccc1 (centres undefined)	-7.5	16.7	3.3	6.5	-23.6	4.8

(listing goes on)
smiles	yeast mec2-1	cln2 rad14	yeast sgs1 mgt1	bub3	mlh1 rad18	yeast rad50
CC(=O)Nc1[nH]c(=O)[nH]c(=O)c1N(C(C)=O)C(C)=O	-7.0	0.3	3.1	1.7	-1.5	1.6
CC(=O)Nc1ccc(Sc2nnc(NC(C)=O)s2)cc1	-29.1	3.5	-60.8	-39.3	-43.5	-20.2
COc1ccc(C(c2cc3c(cc2O)OCO3)N2CCCC2)c(OC)c1 (centres undefined)	98.2*	61.2	98.8*	97.8*	96.0*	98.5*
C(#CCN1CCOCC1)CCCN1CCOCC1	-38.7	-17.4	-2.5	-15.2	10.2	1.2
C=CCc1ccc(OC(C)=O)c(OC)c1	2.9	-48.3	3.3	-6.5	-6.5	-1.9
COc1ccc(-c2c3c(n(C4OC(COC(C)=O)C(OC(C)=O)C(OC(C)=O)C4OC(C)=O)c(=S)c2C#N)CC(C)(C)CC3=O)cc1 (centres undefined)	-0.8	-9.3	10.8	-0.1	8.9	-2.0
CCCCCCOC(=O)C[C@H]1C[C@H](C(=O)OCCCCCC)C1(C)C	-15.6	-36.6	1.8	-21.1	-7.3	-4.5
CCCCSc1nc2c([nH]1)c(=O)n(C)c(=O)n2C	2.8	-34.5	4.3	22.9	1.5	-0.8
COc1cc2ccc(/C(C)=N/OC(C)=O)cc2cc1OC	2.4	-4.2	1.9	3.8	3.7	5.3
CCO/C=C(/C#N)C(=O)OCC	-11.9	-27.6	-20.3	-14.3	0.8	-6.8
OC1NC(O)NC(O)N1 (centres undefined)	9.6	50.3	20.8	21.2	9.1	3.4
N#CCc1ccc2ccccc2c1	6.3	16.2	2.2	5.0	-5.7	8.4

smiles	yeast mec2-1	cln2 rad14	yeast sgs1 mgt1	bub3	mlh1 rad18	yeast rad50
CC1CCCC(=O)CC1 (centres undefined)	9.8	16.3	-2.9	-0.5	6.5	7.3
O=C(O)CSc1n[nH]c(-c2ccc(O)cc2)n1	-7.2	18.6	-7.5	5.0	37.2	-18.3
COCCOC(=O)c1ccccc1C	2.4	-27.6	0.3	11.8	0.6	8.7
CC(=O)/C=N/NC(=O)C(O)C(O)C(O)C(O)CO (centres undefined)	8.8	-0.9	14.3	-2.7	3.9	-16.2
Nc1ccc2c3c(cccc13)CC2	31.1&-7.0	13.4&-41.4	8.2&-12.1	25.4&-5.7	2.7&11.1	13.8&-4.6
NNC(=O)Cc1ccc(Cl)c2ccccc12	-17.9	-75.9	3.6	-5.2	8.8	5.8
CC(=O)NS(=O)(=O)c1ccc(NC(=O)/C=C/C(=O)O)cc1	-18.1&-15.7	-3.0	-0.5	-11.7	-18.0&19.9	-16.6&1.1
CCCCCCCCCCCCNCc1ccc2c(c1)OCO2	99.1*	95.9*	57.8	98.7*	99.0*	98.8*
O=S(=O)(O)c1cc(O)c(N=NC2S(=O)(=O)OCCOS2(=O)=O)c2ccccc12	2.7	-9.2	31.2	16.8	-4.0	7.5
N#CCN1CCOCCOCCN(CC#N)CCOCCOCC1	-0.8	19.7	5.8	7.4	42.1	3.1
O=c1[nH]c(O)c(/C=N/C(=S)Nc2ccc(S(=O)(=O)Nc3nccs3)cc2)c(=O)[nH]1	-1.7	29.4	-4.2	1.9	-15.9	-5.2
CNC(=O)NC1C(O)COC(OC)C1O (centres undefined)	3.4	-37.1	-0.6	-4.2	0.2	-2.6

smiles	yeast mec2-1	cln2 rad14	yeast sgs1 mgt1	bub3	mlh1 rad18	yeast rad50
CS/C(=N/S(=O)(=O)c1ccccc1)NNC(=S)Nc1ccc(C(C)C)cc1	-12.6	22.6	27.2	28.3	25.9	14.0
CCOC(OCC)C(N)C(=O)O (centres undefined)	23.7	-19.3	1.4	10.8	-15.0	6.0
N#CNc1nc(N)c(-c2ccc(Cl)cc2)c(C(=O)Nc2nccs2)n1	-10.9	1.5	3.2	-7.8	-12.6	-8.8
O=[N+]([O-])c1ccc(Cl)c(S(=O)(=O)O)c1	21.3	-18.9	21.2	10.8	35.5	36.4

Source: PubChem (NCI)
